TbMetRS inhib – Trypanosoma brucei MetRS inhibition; AID 624268; inhibition, % at 11.9 µM; hit rate 0.4% among 360,000; purified T. brucei MetRS, ATP depletion, Kinase-Glo luminescence;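 active = inhibition above a per-plate cutoff of the control wells' mean inhibition plus 3 SD, cut at about 5.5% in these data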;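 also: 0% = DMSO wells median and 100% = median of wells with control inhibitor compound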
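Measured by: Kinase-Glo luciferase luminescence reporting remaining unconsumed ATP. Material: purified T. brucei MetRS enzyme. Doses: 11.9 µM compound single dose, 0.9% DMSO. Medium: HEPES buffer containing pyrophosphatase, BSA, spermine, DTT. Times: 15 min preincubation, 2 h reaction, all 25 °C. Reagent: methionine, ATP and bulk E. coli tRNA.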
bovine MsrA act – activators of bovine methionine sulfoxide reductase A | purified bovine MsrA, absorbance read-out | activation, % at 10.6 µM | hit rate 0.3% among 360,000 | AID 602163; in the data active = activation above about 7.5%;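 also: 0% = vehicle and 100% = reference activator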
MsrA inh – inhibitors of bovine MsrA; purified bovine MsrA, absorbance read-out; inhibition, % at 15.5 µM; hit rate 0.75% among 360,000; AID 651718; in the data active = inhibition above about 4.5%;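 also: 0% = vehicle wells with enzyme and 100% = reference inhibitor wells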
Neddyl block – cullin neddylation inhibition; P61081+Q13564; TR-FRET cullin neddylation, biochemical; calls only at 25 µM; hit rate 0.58% among 360,000; AID 651699; in the data active = inhibition above about 36%
CSN inh – CSN deneddylation inhibition; Purified CSN, SCF-Nedd8-OG deneddylation, fluorescence polarization; inhibition, % at 12.5 µM; hit rate 0.38% among 360,000;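 active = pattern-corrected inhibition above about 35%, with an unprinted fluorescence ratio check between 0.5 and 1.5, limit read from the data, passing the limit was not always enough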;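 also: 0% = enzyme with substrate and 100% = substrate without enzyme; some results filed as inactive read as strong as hits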
Target sequence (Q92905 whole entry, looked up, one chain of several): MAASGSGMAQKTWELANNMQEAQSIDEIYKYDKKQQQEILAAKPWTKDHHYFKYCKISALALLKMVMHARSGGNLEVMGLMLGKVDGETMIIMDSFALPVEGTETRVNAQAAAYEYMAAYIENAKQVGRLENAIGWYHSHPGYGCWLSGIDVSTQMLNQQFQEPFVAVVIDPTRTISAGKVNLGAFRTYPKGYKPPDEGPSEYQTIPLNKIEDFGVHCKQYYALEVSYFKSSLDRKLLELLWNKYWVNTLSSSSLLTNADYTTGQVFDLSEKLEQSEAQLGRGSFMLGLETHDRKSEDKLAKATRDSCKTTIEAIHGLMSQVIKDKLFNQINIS
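Assay system: Purified human Csn5 enzyme expressed in HEK293T cells | Amount: Enzyme 0.24 nM | Measured by: Fluorescence polarization readout | Medium: Tris/NaCl/DTT buffer, pH 7.5 | Compound dosing: One concentration, 12.5 µM, 0.25% DMSO | Times: 90 min incubation of compound, enzyme and substrate at room temperature | Control set: no-enzyme wells high, enzyme-with-substrate wells low | Read-out: % inhibition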
PABP1 MLLE inh – inhibitors of microRNA-mediated deadenylation, human PABP1 MLLE binding | hit rate 0.36% among 360,000 | inhibition, % at 20 µM | AID 588489 | GST-MLLE / FITC-PAM2 fluorescence polarization | P11940; in the data active = inhibition above about 35%, passing the limit was not always enough;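 also: plate controls were DMSO wells with GST-MLLE for no effect and wells lacking GST-MLLE protein for full effect; some results filed as inactive read as strong as hits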
E coli Lon inh – inhibits E. coli Lon protease. P0A9M0. purified E. coli Lon protease, fluorescence polarization. inhibition, % at 7.94 µM. hit rate 0.42% among 360,000. AID 602123; in the data active = inhibition above about 13%, passing the limit was not always enough;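 also: 0% = enzyme with probe and DMSO and 100% = no enzyme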
Target sequence (P0A9M0 whole entry, looked up): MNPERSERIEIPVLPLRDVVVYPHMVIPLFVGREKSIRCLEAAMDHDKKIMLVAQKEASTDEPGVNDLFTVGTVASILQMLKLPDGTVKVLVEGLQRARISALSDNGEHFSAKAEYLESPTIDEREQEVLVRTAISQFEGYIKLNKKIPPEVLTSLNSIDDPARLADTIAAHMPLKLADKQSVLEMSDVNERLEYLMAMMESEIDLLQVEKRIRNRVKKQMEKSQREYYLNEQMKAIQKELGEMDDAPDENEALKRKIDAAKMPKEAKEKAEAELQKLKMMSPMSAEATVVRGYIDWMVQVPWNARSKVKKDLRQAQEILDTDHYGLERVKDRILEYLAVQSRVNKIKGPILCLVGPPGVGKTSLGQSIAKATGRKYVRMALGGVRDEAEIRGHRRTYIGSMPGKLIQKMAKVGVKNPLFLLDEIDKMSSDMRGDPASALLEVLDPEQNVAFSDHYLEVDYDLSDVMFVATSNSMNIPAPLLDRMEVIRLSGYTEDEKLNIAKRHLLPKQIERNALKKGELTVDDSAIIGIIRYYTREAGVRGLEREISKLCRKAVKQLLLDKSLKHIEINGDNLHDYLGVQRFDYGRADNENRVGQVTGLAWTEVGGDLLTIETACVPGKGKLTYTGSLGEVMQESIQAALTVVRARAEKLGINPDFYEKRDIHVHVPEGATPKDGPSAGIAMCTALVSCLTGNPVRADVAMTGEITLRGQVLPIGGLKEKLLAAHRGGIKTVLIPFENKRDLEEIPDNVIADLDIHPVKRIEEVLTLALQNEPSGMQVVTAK
FAS TE block – blocks the thioesterase domain of human fatty acid synthase; P49327; inhibition, % at 15 µM; AID 602261; recombinant FAS-TE, OMFH fluorogenic substrate, fluorescence endpoint; hit rate 0.67% among 360,000;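 active = compounds whose normalised, plate-corrected inhibition of enzyme fluorescence in the single-dose primary screen is 50% or more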;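 also: 0% = DMSO with enzyme and 100% = substrate without enzyme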
Rin1 Abl inh – blocks binding of human Rin1 to Abl; P00519+Q13671; TR-FRET Rin1/Abl binding, biochemical; inhibition, % at 7.35 µM; hit rate 0.4% among 360,000; AID 588664; in the data active = inhibition above about 5%, passing the limit was not always enough
* = called active by the depositor.

For CCOc1ccc(C2CC(=O)NC(SC)=C2C#N)cc1 (stereo not drawn) the results were TbMetRS inhib -0.5, bovine MsrA act -2, MsrA inh 0.7, Neddyl block inactive, CSN inh 4, PABP1 MLLE inh 2, E coli Lon inh 6, FAS TE block -1 and Rin1 Abl inh 0.
Screening C=CCNC(=O)COc1ccc(N(C)S(=O)(=O)c2ccc(NC(C)=O)cc2)cc1 returned TbMetRS inhib 1.2, bovine MsrA act -15, MsrA inh 0.8, Neddyl block inactive, CSN inh -5, PABP1 MLLE inh -19, E coli Lon inh -12, FAS TE block 1 and Rin1 Abl inh 2.
`COc1ccc(OCC(O)Cn2ccnc2C)cc1` (stereo not drawn) gave TbMetRS inhib 0.5, bovine MsrA act -2, MsrA inh -0.8, Neddyl block inactive, CSN inh 1, PABP1 MLLE inh -2, E coli Lon inh -11, FAS TE block -6 and Rin1 Abl inh -5.
Cc1c(N2C(=O)CSC2c2ccco2)c(=O)n(-c2ccccc2)n1C (stereo not drawn) was read as TbMetRS inhib -0.3, bovine MsrA act -2, MsrA inh -0.8, Neddyl block inactive, CSN inh -2, PABP1 MLLE inh 2, E coli Lon inh 4, FAS TE block -5 and Rin1 Abl inh -2.
`CCn1ccnc1CN1CCC(n2nccc2NC(=O)CCc2ccccc2)CC1` gave TbMetRS inhib -0.4, bovine MsrA act -6, MsrA inh 0.3, Neddyl block inactive, CSN inh -4, PABP1 MLLE inh 5, E coli Lon inh 10, FAS TE block -3 and Rin1 Abl inh 0.
`CS(=O)(=O)N1CCN(c2ccc(NC(=S)NC(=O)c3ccc4c(c3)OCO4)cc2)CC1` gave TbMetRS inhib 1.0, bovine MsrA act -2, MsrA inh 0.1, Neddyl block inactive, CSN inh 3, PABP1 MLLE inh 11, E coli Lon inh -9, FAS TE block 9 and Rin1 Abl inh 3.
Screening COc1ccc(C)cc1NC(=O)C1CCN(S(=O)(=O)c2c(C)noc2C)CC1 returned TbMetRS inhib -0.1, bovine MsrA act -3, MsrA inh 0.6, Neddyl block inactive, CSN inh -3, PABP1 MLLE inh 1, E coli Lon inh -12, FAS TE block 0 and Rin1 Abl inh 0.
For CC(C)(CO)CNC(=O)CCc1nnc(CCCc2ccccc2)o1 the results were TbMetRS inhib -0.8, bovine MsrA act -8, MsrA inh -1.3, Neddyl block inactive, CSN inh -2, PABP1 MLLE inh 3, E coli Lon inh 2, FAS TE block -8 and Rin1 Abl inh 2.
O=C(CSc1nc2cc(S(=O)(=O)N3CCOCC3)ccc2o1)Nc1c(F)cccc1F was read as TbMetRS inhib -0.9, bovine MsrA act -8, MsrA inh 0.2, Neddyl block inactive, CSN inh 7, PABP1 MLLE inh 26, E coli Lon inh 9, FAS TE block -12 and Rin1 Abl inh 2.
Screening C=CCn1c(C)c(C(C)=O)c(N2CCN(C(c3ccccc3)c3ccccc3)CC2)nc1=S returned TbMetRS inhib -0.5, bovine MsrA act -4, MsrA inh 0.1, Neddyl block inactive, CSN inh 1, PABP1 MLLE inh -22, E coli Lon inh -1, FAS TE block 58* and Rin1 Abl inh -1.
`Cn1c2ccc(F)cc2c2ncn(CC3CCCO3)c(=O)c21` (stereo not drawn) gave TbMetRS inhib -0.2, bovine MsrA act -2, MsrA inh 0.6, Neddyl block inactive, CSN inh -8, PABP1 MLLE inh 10, E coli Lon inh 6, FAS TE block -1 and Rin1 Abl inh 0.
For O=C(Nc1cccc(S(=O)(=O)N2CCCCC2)c1)C1CC(=O)N(Cc2ccco2)C1 (stereo not drawn) the results were TbMetRS inhib 0.0, bovine MsrA act -5, MsrA inh -0.3, Neddyl block inactive, CSN inh -10, PABP1 MLLE inh -4, E coli Lon inh -1, FAS TE block 3 and Rin1 Abl inh 8.
CCOC(=O)c1ccccc1NC(=O)COC(=O)Cc1ccccc1F was read as TbMetRS inhib -0.2, bovine MsrA act -1, MsrA inh -0.7, Neddyl block inactive, CSN inh -8, PABP1 MLLE inh -4, E coli Lon inh -6, FAS TE block 15 and Rin1 Abl inh 1.
Cc1cccc(-n2c(N)cc(=O)nc2SCC(=O)NC2CCCCC2)c1 was read as TbMetRS inhib -1.6, bovine MsrA act -6, Neddyl block inactive, CSN inh -4, PABP1 MLLE inh 12, E coli Lon inh -4, FAS TE block -9 and Rin1 Abl inh 2.
`CCOc1ccc(Nc2cc(C)nc3nc(C)nn23)cc1` gave TbMetRS inhib 2.4, bovine MsrA act -5, MsrA inh 1.1, Neddyl block inactive, CSN inh 3, PABP1 MLLE inh -8, E coli Lon inh 2, FAS TE block 0 and Rin1 Abl inh 0.
O=C(CSc1ccccn1)N1CCN(S(=O)(=O)c2ccc(Cl)cc2)CC1 was read as TbMetRS inhib -0.5, bovine MsrA act -1, MsrA inh 1.6, Neddyl block inactive, CSN inh 1, PABP1 MLLE inh 2, E coli Lon inh 2, FAS TE block 5 and Rin1 Abl inh 0.
NC(=O)NC(=O)CC1S/C(=N/N=C/c2ccccc2)NC1=O (stereo not drawn) was read as TbMetRS inhib -0.3, bovine MsrA act -15, MsrA inh 5.3*, Neddyl block inactive, CSN inh -6, PABP1 MLLE inh -7, E coli Lon inh 5, FAS TE block 0 and Rin1 Abl inh 1.
CCC(C(=O)OC)n1cnc2c(nnn2-c2ccccc2)c1=O (stereo not drawn) was read as TbMetRS inhib -0.5, bovine MsrA act -9, MsrA inh 1.4, Neddyl block inactive, CSN inh -6, PABP1 MLLE inh -10, E coli Lon inh -7, FAS TE block -1 and Rin1 Abl inh -1.
For CCO[C@H]1OC(C(=O)NCc2ccccc2)=C[C@@H](C)[C@@H]1CCCO the results were TbMetRS inhib 0.0, bovine MsrA act -3, MsrA inh 0.2, Neddyl block inactive, CSN inh -2, PABP1 MLLE inh 4, E coli Lon inh -10, FAS TE block -9 and Rin1 Abl inh 7.
For O=C(CNC(=O)c1cccc(Cl)c1)Nc1ccc(F)c(F)c1F the results were TbMetRS inhib -1.5, bovine MsrA act -2, MsrA inh -1.2, Neddyl block inactive, CSN inh -2, PABP1 MLLE inh -7, E coli Lon inh -4, FAS TE block 14 and Rin1 Abl inh 3.
For COc1ccc(OCCCC(=O)N(CCC2=CCCCC2)c2c(N)n(Cc3ccccc3)c(=O)[nH]c2=O)cc1 the results were TbMetRS inhib -0.2, bovine MsrA act -1, MsrA inh -1.1, Neddyl block inactive, CSN inh 4, PABP1 MLLE inh 0, E coli Lon inh 7, FAS TE block -3 and Rin1 Abl inh 0.
Cn1nnnc1SCC(=O)Nc1nn(-c2ccccc2)nc1C(N)=O was read as TbMetRS inhib 0.0, bovine MsrA act -3, MsrA inh 0.5, CSN inh 4, PABP1 MLLE inh -10, E coli Lon inh 10, FAS TE block 5 and Rin1 Abl inh 1.
Screening CCO[C@@H]1OC(C(=O)O)=C[C@H](C2CCCCC2)[C@H]1CCCO returned TbMetRS inhib 0.1, bovine MsrA act 0, MsrA inh -0.9, Neddyl block inactive, CSN inh -2, PABP1 MLLE inh -6, E coli Lon inh -1, FAS TE block 0 and Rin1 Abl inh 2.
For CCOc1ccccc1NC(=O)c1csc(C)c1C the results were TbMetRS inhib 0.2, bovine MsrA act -3, MsrA inh 2.2, Neddyl block inactive, CSN inh 0, PABP1 MLLE inh 12, E coli Lon inh -6, FAS TE block 8 and Rin1 Abl inh -2.
Screening Cc1cc(C)c(C)c(S(=O)(=O)N2CCN(c3ncnc4sc(C)c(C)c34)CC2)c1C returned TbMetRS inhib 0.1, bovine MsrA act -3, Neddyl block inactive, CSN inh 3, PABP1 MLLE inh 20, E coli Lon inh 8, FAS TE block 27 and Rin1 Abl inh 5.
Screening Cc1nn(C)c(C)c1CCC(=O)N1CCCC(C(=O)c2cccc(OC(C)C)c2)C1 (stereo not drawn) returned TbMetRS inhib 0.0, bovine MsrA act -2, MsrA inh -1.2, Neddyl block inactive, CSN inh -1, PABP1 MLLE inh -9, E coli Lon inh -9, FAS TE block -10 and Rin1 Abl inh -2.
`S=c1nccc(-c2cc(Cl)sc2Cl)[nH]1` gave TbMetRS inhib -1.6, bovine MsrA act -11, MsrA inh 0.1, Neddyl block inactive, CSN inh -1, PABP1 MLLE inh -11, E coli Lon inh -3, FAS TE block 2 and Rin1 Abl inh -1.
O=C(O)C(=O)Nc1nc(-c2ccc3c(c2)OCCO3)cs1 was read as TbMetRS inhib 0.6, bovine MsrA act -3, MsrA inh 1.7, Neddyl block inactive, CSN inh 4, PABP1 MLLE inh -1, E coli Lon inh 1, FAS TE block -5 and Rin1 Abl inh -1.
For CNS(=O)(=O)c1ccc(N2CCCC2)c([N+](=O)[O-])c1 the results were TbMetRS inhib -0.2, bovine MsrA act -3, MsrA inh -0.7, Neddyl block inactive, CSN inh 3, PABP1 MLLE inh 7, E coli Lon inh 4, FAS TE block 1 and Rin1 Abl inh 0.
`COc1ccc(C(NC(=O)c2cccnc2)c2cc(Cl)c3cccnc3c2O)cc1OC` (stereo not drawn) gave TbMetRS inhib 0.0, bovine MsrA act 5, MsrA inh -0.4, Neddyl block inactive, CSN inh 0, PABP1 MLLE inh 3, E coli Lon inh 35*, FAS TE block -2 and Rin1 Abl inh 7.
Screening Cn1cccc1/C=N/NC(=O)c1cc2ccccc2cc1O returned TbMetRS inhib 0.0, bovine MsrA act 0, MsrA inh 3.3, Neddyl block inactive, CSN inh -1, PABP1 MLLE inh -12, E coli Lon inh -9, FAS TE block 0 and Rin1 Abl inh 0.
Screening COc1ccc(NC(=O)CSc2nnc(-c3ccccc3C)n2N)cc1OC returned TbMetRS inhib -0.1, bovine MsrA act -1, MsrA inh 0.8, Neddyl block inactive, CSN inh 0, PABP1 MLLE inh -4, E coli Lon inh -8, FAS TE block -8 and Rin1 Abl inh 1.
O=C(NCCCN1CCOCC1)/C(=C/c1ccco1)NC(=O)c1ccccc1 was read as TbMetRS inhib -0.1, bovine MsrA act -2, MsrA inh 1.5, Neddyl block inactive, CSN inh -1, PABP1 MLLE inh 13, E coli Lon inh -2, FAS TE block -5 and Rin1 Abl inh 2.
For O=C(NC1CCCCCCC1)C1CCN(c2nc3ccccc3o2)CC1 the results were TbMetRS inhib -0.9, bovine MsrA act -6, MsrA inh 2.1, Neddyl block inactive, CSN inh 0, PABP1 MLLE inh -4, E coli Lon inh -12, FAS TE block 2 and Rin1 Abl inh 2.
For COc1ccc(OCc2nnc(SCC(=O)N3CCCCC3)o2)cc1 the results were TbMetRS inhib 0.5, bovine MsrA act -1, MsrA inh -0.2, Neddyl block inactive, CSN inh 3, PABP1 MLLE inh 2, E coli Lon inh 3, FAS TE block -4 and Rin1 Abl inh 2.
COc1cc(C#Cc2c(-c3cncn3C)n(C)c3ccc(-c4cnc(OC)nc4)cc23)cc(OC)c1 was read as TbMetRS inhib -0.2, bovine MsrA act -8, MsrA inh 1.5, Neddyl block inactive, CSN inh 5, PABP1 MLLE inh -7, E coli Lon inh 2, FAS TE block 23 and Rin1 Abl inh 0.
For O=C(NCc1cccnc1)Nc1cccc(Cl)c1Cl the results were TbMetRS inhib -0.1, bovine MsrA act -3, MsrA inh 1.2, Neddyl block inactive, CSN inh 2, PABP1 MLLE inh 5, E coli Lon inh -5, FAS TE block 0 and Rin1 Abl inh 3.

Two entries picked at random from the list so far, as already listed:
O=C(NCCCN1CCOCC1)/C(=C/c1ccco1)NC(=O)c1ccccc1 was read as TbMetRS inhib -0.1, bovine MsrA act -2, MsrA inh 1.5, Neddyl block inactive, CSN inh -1, PABP1 MLLE inh 13, E coli Lon inh -2, FAS TE block -5 and Rin1 Abl inh 2.
For COc1ccc(OCc2nnc(SCC(=O)N3CCCCC3)o2)cc1 the results were TbMetRS inhib 0.5, bovine MsrA act -1, MsrA inh -0.2, Neddyl block inactive, CSN inh 3, PABP1 MLLE inh 2, E coli Lon inh 3, FAS TE block -4 and Rin1 Abl inh 2.

Compound activity from PubChem BioAssay.
